Source: PubChem
FUS yeast rescue = suppressors of FUS proteinopathy in yeast | S. cerevisiae FUS-expressing, growth rescue, OD600, 24 h | Potency, µM (series often up to 76.6 µM), without a hit: top-dose growth rescue (activation), actives largely listed as activators | 0.24% of 390,000 active | AID 1347120;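 also: plate controls were DMSO vehicle for no effect and reference control for full effect; nearly all actives have a fitted effect of over 55% in size; some results filed as inactive show a strong effect at the top dose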
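Steps: raffinose overnight preculture; dilution to OD 0.005 in 2% galactose minimal medium; compound addition (concentration series); 24hr at 30C, 99% humidity; absorbance read at 600 nm.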
TDP43 rescue = rescues yeast growth from TDP-43 toxicity; Potency, µM (titrated, usually from 46.1 µM), without a hit: at the top dose growth rescue (activation), hits mostly activators; TDP-43 expressing yeast growth rescue, BacTiter-Glo, 24 h; 1.8% of 410,000 active; AID 652104; also: % of control where 0% means no effect; nearly all actives have a fitted effect of over 50% in size
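Yeast cells expressing TDP-43 under galactose induction are exposed to compounds for 24 hr at 30 deg C. BacTiter-Glo luminescence measures growth, so protective compounds score as activators.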
aSyn rescue = alpha-synuclein toxicity inhibition in yeast; Potency, µM (highest dose often 46.1 µM), without a hit: at the highest dose growth rescue (activation), actives largely listed as activators; Yeast expressing alpha-synuclein, growth rescue, BacTiter-Glo, 24 h; 0.14% of 370,000 active; also: % of control where 0% means no effect; nearly all actives have a fitted effect of over 65% in size
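Galactose-induced alpha-syn yeast (OD600=0.02, raffinose-pregrown) + pinned cpd, 24 hr, 30 deg C; growth by BacTiter-Glo luminescence. Growth restoration scores as activation.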
EPAC2 antag = antagonists of human EPAC2. Potency, µM (doses to about 114 µM), inactives show top-dose activity, negative = inhibition, most hits filed as inhibitors. EPAC2 GEF exchange of Rap1B-BODIPY-GDP, fluorescence. 0.18% of 360,000 active; also: % is scaled to controls: 0 for no effect and ±100 for the full control effect; nearly all actives have a fitted effect of over 45% in size; many of its hits are not listed in these tables
EPAC1 antagonist = blocks human EPAC1 exchange factor. EPAC1 GEF assay, Rap1b-BODIPY-GDP exchange fluorescence. Potency, µM (series often up to 115 µM), inactives show at the highest dose activity change, negative = inhibition, actives largely listed as inhibitors. 0.14% of 360,000 active. AID 720709;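 also: plate controls were vehicle for no effect and positive control for full effect; nearly all actives have a fitted effect of over 50% in size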
Target sequence (O95398 whole entry, looked up): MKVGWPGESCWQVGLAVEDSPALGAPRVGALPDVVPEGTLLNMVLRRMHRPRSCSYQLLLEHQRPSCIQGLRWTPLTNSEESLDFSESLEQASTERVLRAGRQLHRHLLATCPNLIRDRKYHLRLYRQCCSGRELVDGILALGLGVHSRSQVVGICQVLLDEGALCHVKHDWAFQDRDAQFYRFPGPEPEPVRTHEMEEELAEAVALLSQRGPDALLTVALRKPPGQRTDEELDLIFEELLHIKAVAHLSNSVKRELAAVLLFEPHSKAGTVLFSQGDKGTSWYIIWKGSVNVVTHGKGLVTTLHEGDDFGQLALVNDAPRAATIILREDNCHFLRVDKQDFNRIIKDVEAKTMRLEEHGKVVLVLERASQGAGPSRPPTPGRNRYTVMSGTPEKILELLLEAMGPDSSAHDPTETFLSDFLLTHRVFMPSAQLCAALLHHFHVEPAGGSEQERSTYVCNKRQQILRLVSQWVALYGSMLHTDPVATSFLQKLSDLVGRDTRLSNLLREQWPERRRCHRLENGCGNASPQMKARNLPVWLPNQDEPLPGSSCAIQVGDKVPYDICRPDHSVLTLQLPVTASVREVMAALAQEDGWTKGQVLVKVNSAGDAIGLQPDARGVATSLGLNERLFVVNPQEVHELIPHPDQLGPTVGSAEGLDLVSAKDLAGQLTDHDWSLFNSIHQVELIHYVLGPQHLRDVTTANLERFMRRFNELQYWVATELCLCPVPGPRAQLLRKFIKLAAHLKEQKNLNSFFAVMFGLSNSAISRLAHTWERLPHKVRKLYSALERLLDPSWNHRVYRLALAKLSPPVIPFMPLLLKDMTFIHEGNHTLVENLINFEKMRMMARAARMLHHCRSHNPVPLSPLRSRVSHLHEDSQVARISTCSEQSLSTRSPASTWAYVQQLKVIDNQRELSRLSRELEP
PTHR1 agonist = agonists of human PTHR1 parathyroid hormone receptor; Potency, µM (top dose mostly 115 µM), for inactives: at the highest dose activation, most hits filed as activators; 0.075% of 410,000 active; HEK293 GP2 PTHR1 cells, GloSensor cAMP luminescence, 1 h; Q03431; also: nearly all actives have a fitted effect of over 55% in size; some results filed as inactive show a strong effect at the top dose; inactives centre near -15; many of its hits are not listed in these tables
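HEK-293-derived GP2 cells expressing PTHR1 and a GloSensor cAMP reporter, 3,000/well, plated overnight, given luciferin plus IBMX (each 0.5 mM as added) for 1 h at 37 °C, then compound for 1 h at 37 °C. Luminescence was read after 15 min at room temperature.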
EPAC1 ag = EPAC1 (human) agonism; O95398; EPAC1 agonist qHTS, biochemical assay; response scale: 100% = response to 6.5 mM cAMP; Potency, µM (series often up to 154 µM), for the others: at the top dose activation, hits mostly activators; 0.073% of 360,000 active; AID 720707; also: nearly all actives have a fitted effect of over 60% in size
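Normalized to 6.5 mM cAMP, activity reflects EPAC1-catalysed release of BODIPY-GDP from Rap1B, followed kinetically over 30 min at 480 nm excitation, 540 nm emission. Reaction contained 100 nM EPAC1, 250 nM Rap1B-BODIPY-GDP, 50 uM GDP.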
EPAC2 ag = EPAC2 (human) agonism. Q8WZA2. EPAC2 activation, biochemical qHTS; response scale: 100% = 6.5 mM cAMP response. Potency, µM (series often up to 154 µM), for inactives: at the highest dose activation, actives largely listed as activators. 0.079% of 360,000 active; also: nearly all actives have a fitted effect of over 50% in size
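Nucleotide exchange monitored as fluorescence drop when BODIPY-GDP leaves Rap1B. Reaction: 100 nM EPAC2, 250 nM RAP1B-BODIPY-GDP, 50 uM GDP, room temperature, kinetic read over 30 min. Activity expressed relative to 6.5 mM cAMP.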
Numbers without * were called inactive; i = inactive; ? = inconclusive; nt = not tested or not shown; [ ] = another dose, or the depositor's remark. Calls follow the shape of the dose curve; as a rule, active = well fitted curve in the direction sought with a large enough effect; inconclusive = small, poorly fitted or top-dose-only effect, or another doubt; inactive = no such curve, though single readings can be large; an effect the other way counts as inactive or inconclusive. Potency is read from the fitted curve at half-maximal effect.

SMILES	FUS yeast rescue	TDP43 rescue	aSyn rescue	EPAC2 antag	EPAC1 antagonist	PTHR1 agonist	EPAC1 ag	EPAC2 ag
Cc1cccc2nc(CNC(=O)C3CCC(=O)N(Cc4ccccc4F)C3)cn12 (stereo not drawn)	19%	19%	1%	-7%	9%	i	-3%	2%
O=C(NCc1nc2ccccc2[nH]1)c1ccco1	6%	14%	0%	1%	14%	29%[57.5 µM]	1%	-2%
CC1CC(C)(C)NC(=S)N1CCCC(=O)NCc1ccccc1 (stereo not drawn)	8%	-20%[9.22 µM]	-4%	0%	-12%	i	-3%	7%
CCOc1ccc(CCNC(=O)COC(=O)c2ccc(Br)o2)cc1OCC	22%	10%	-1%	5%	-2%	i	-23%	7%
CCOc1ccc(C(=O)CCC(=O)NN2C(=O)NC3(CCCCC3)C2=O)cc1	-11%	-15%	-2%	-2%	9%	-25%	-9%	7%
COc1ccc(N2CCN(C(=O)CSc3ccccc3N)CC2)cc1	10%	2%	8%	5%	3%	-11%[57.5 µM]	0%	2%
CC(C)OCCCN(Cc1ccco1)C(=O)c1cc2c(s1)-c1ccccc1OC2	?	?	14%	nt	nt	-27%	nt	nt
COc1cccc(CN2CCNC(=O)C2CC(=O)NCCn2ccc3ccccc32)c1OC (stereo not drawn)	?	-5%	-3%	6%[57.1 µM]	9%	i	4%	11%
O=C(CSc1ccc(Cl)cc1)OCC(=O)N1CCN(c2ccccc2)CC1	32%	7%	2%	-12%	-11%	i	-12%	11%
O=C(COc1ccccc1)Nc1nc2cc3c(cc2s1)OCCO3	6%	8%	-4%	2%	-20%	-12%	1%	2%
CC(C)OC(=O)CCCCCN1C(=O)CSC1=S	2%	1%	4%	11%	4%	i	2%	4%
COc1cccc(CNC(=O)CCNS(=O)(=O)c2cccc3nonc23)c1	8%	0%	0%	-3%	-25%	i	6%	5%
CCCCNC(=O)[C@H]1C[C@H]1[C@@H](O)[C@H](CO)NC(=O)[C@H](COCc1ccccc1)NC(=O)OC(C)(C)C	18%	-2%	4%	-5%	-2%	-8%	0%	4%
CC1CC(C)CN(C(=O)c2cccc(S(=O)(=O)N(C)c3ccccc3)c2)C1 (stereo not drawn)	2%	2%	1%	-12%	-21%	-20%	1%	6%
COC(=O)c1ccc2[nH]c3c(c2c1)CC(C)CC3 (stereo not drawn)	-3%	12%	-5%	7%	-14%	-18%	3%	8%
NC(=O)C1Cc2ccccc2CN1C(=O)c1nn(Cc2ccccc2)c(=O)c2ccccc12 (stereo not drawn)	0%	6%	-2%	-4%	-5%	-10%	8%	7%
Fc1ccccc1CSc1ncnc2sc3c(c12)CCCC3	nt	8%	10%	15%	-11%	-30%	6%	9%
CSc1nnc2c3ccccc3n(Cc3ccccc3)c2n1	-20%	-5%	1%	-4%	-9%	-2%	2%	-6%
COC(=O)CC/C(O)=C1\C(=O)CC(C)(C)CC1=Nc1ccccc1OC	19%	3%	0%	15%	6%	-35%[inhibitor]	0%	-5%
COc1ccc(C)cc1Nc1n[n+](C)c(-c2ccc(O)cc2O)s1	11%	-3%	-4%	-1%	-3%	-1%	-3%	3%
CCN(CC)C(=O)C12C(=O)Oc3ccccc3C1C2(C)C(=O)c1ccc(F)cc1 (stereo not drawn)	-4%	-22%	-3%	17%	-4%	-10%	-5%	10%
COP(=O)(/C=C/c1ccccc1)C(O)c1ccc(F)cc1 (stereo not drawn)	-5%	-11%	1%	-2%	-12%	i	1%	8%
COc1ccc(NC(=S)Nc2ccc3snnc3c2)cc1	5%	8%	2%	-1%	6%	-26%	0%	12%
COc1ccc(C(=O)COC(=O)CSCc2c(C)noc2C)cc1OC	18%	-3%	1%	1%	7%	-3%	0%	6%
O=C(O)c1cc(N/N=C/C(Cl)=C/c2ccccc2)ccc1Cl	0%	30%	-11%	-9%	-18%	-43%[inhibitor]	-9%	-5%
CC1=Nc2cc(Cl)ccc2Oc2ccccc21	-7%	?	1%	-24%	-11%	i	-5%	15%
Cc1cc2c(cc(C(=O)OCC(=O)NCc3cccs3)n2C(C)C)o1	23%	?	4%	-1%	0%	23%[57.5 µM]	27%	11%
COc1ccc(OCC(=O)NNC(=O)c2c(-c3ccccc3Cl)noc2C)cc1	5%	-8%	-7%	-7%	-10%	11%	1%	2%
O=C(Nc1nc(-c2cccc3ccccc23)cs1)c1cnccn1	nt	0%	0%	5%	-2%	-27%	-7%	0%
CC1(C)C2([N+](=O)[O-])CN3CC1([N+](=O)[O-])CN(C2)C3c1ccc(O)c(O)c1 (stereo not drawn)	14%	11%	-8%	11%	-17%	i	0%	-2%

Reprinted at random: 6 entries already listed.
SMILES	FUS yeast rescue	TDP43 rescue	aSyn rescue	EPAC2 antag	EPAC1 antagonist	PTHR1 agonist	EPAC1 ag	EPAC2 ag
CCCCNC(=O)[C@H]1C[C@H]1[C@@H](O)[C@H](CO)NC(=O)[C@H](COCc1ccccc1)NC(=O)OC(C)(C)C	18%	-2%	4%	-5%	-2%	-8%	0%	4%
CC(C)OC(=O)CCCCCN1C(=O)CSC1=S	2%	1%	4%	11%	4%	i	2%	4%
COC(=O)c1ccc2[nH]c3c(c2c1)CC(C)CC3 (stereo not drawn)	-3%	12%	-5%	7%	-14%	-18%	3%	8%
COP(=O)(/C=C/c1ccccc1)C(O)c1ccc(F)cc1 (stereo not drawn)	-5%	-11%	1%	-2%	-12%	i	1%	8%
CC1CC(C)(C)NC(=S)N1CCCC(=O)NCc1ccccc1 (stereo not drawn)	8%	-20%[9.22 µM]	-4%	0%	-12%	i	-3%	7%
CSc1nnc2c3ccccc3n(Cc3ccccc3)c2n1	-20%	-5%	1%	-4%	-9%	-2%	2%	-6%

Further records
SMILES	FUS yeast rescue	TDP43 rescue	aSyn rescue	EPAC2 antag	EPAC1 antagonist	PTHR1 agonist	EPAC1 ag	EPAC2 ag
CC(C)=NOC(=O)c1c(C)noc1-c1snnc1C	2%	-11%	4%	0%	-5%	i	2%	7%
COc1ccc(-c2csc(N3CCC(c4ccccc4)CC3)n2)cc1	-8%	-11%[9.22 µM]	3%	-25%	15%	-6%	1%	-3%
O=C(CCC1CCCC1)NCc1ccccn1	-1%	5%	0%	0%	-15%	i	5%	7%
O=C1CSC(c2cccc([N+](=O)[O-])c2)N1Cc1ccccc1 (stereo not drawn)	4%	7%	0%	-25%	-8%	i	6%	0%
O=C(CSc1nc2ccccc2[nH]1)Nc1ccc(F)cc1	-6%	0%	2%	-6%	-1%	-55%[inhibitor]	-18%	2%
COc1cc(C(C)=O)ccc1OC(=O)CN1C(=O)c2ccccc2C1=O	10%	5%	1%	-3%	-6%	2%	6%	9%
Cc1noc(C)c1CCC(=O)Nc1cc(Cl)ccc1C(=O)O	-14%	-3%	1%	0%	1%	0%	1%	-1%
Cc1cccc(C)c1NC(=O)C1CCCN1C(=O)OC(C)(C)C (stereo not drawn)	-9%	-4%	-1%	-5%	7%	i	0%	9%
S=C(NNc1ccnc2cc(Cl)ccc12)Nc1ccccc1Cl	?	-17%	-41%[inhibitor]	2%	3%	-43%[inhibitor]	11%	3%
COc1cc([N+](=O)[O-])ccc1NC(=O)N1CCN(c2cc(-c3noc(C)n3)ccc2C)CC1	-12%	13%	1%	nt	nt	i	nt	nt
Cc1noc(C)c1COC(=O)CCCc1nc2ccccc2s1	19%	10%	11%	-8%	-3%	-84%	0%	10%
COc1cccc(C(=O)Nc2ccc3c(c2)C(=O)N(CC2CCCO2)C3=O)c1 (stereo not drawn)	nt	17%	1%	2%	-20%	-56%[inhibitor]	-3%	9%
CC(=O)OCCc1c2ccccc2c(CCCN(C)C)c2ccccc12	25%	-24%	14%	3%	7%	i	-5%	-6%
CCCCn1c(-c2csc3c2CCC(C)C3)n[nH]c1=S (stereo not drawn)	44%	-33%	-5%	-6%	-3%	i	14%	-10%
Cc1nc2ccccc2c(=O)n1NC(=O)c1ccccc1[N+](=O)[O-]	-4%	-4%[9.22 µM]	-85%[inhibitor]	-2%	9%	i	4%	8%
C#CCOCCOCCOCCNc1nc(N2CCN(C(=O)CCCCCCCCCCNC(=O)Cn3cc(C[C@@H](C)O)nn3)CC2)nc(N2CCN(C(=O)CCCCCCCCCCNC(=O)[C@@H]([C@H](C)O)n3cc(C)nn3)CC2)n1	?	-16%	-1%	-11%	6%	?	-12%	-7%
Nn1c(SCc2ccccn2)nncc1=O	9%	-15%	-2%	-4%	-7%	i	-3%	14%
O=C(COC(=O)c1cccnc1Cl)NCc1ccc(F)cc1	23%	4%	-4%	1%	-11%	i	-7%	4%
COc1ccc(-c2nc3cc(C)c(Br)c(C)n3c2Cc2ccc(C)cc2)cc1OC	9%	12%	0%	6%	21%	-15%	-12%	13%
CC(=O)c1ccc(Nc2nc(C(N)COCc3ccccc3)cs2)cc1 (stereo not drawn)	40%	10%	0%	5%	2%	i	-2%	-2%
CC(CCc1ccccc1)NC(=S)NC1CCCCC1 (stereo not drawn)	-2%	-21%	10%	-5%	3%	-2%	-3%	7%
CCn1cc(C(=O)N[C@@H](C)C(=O)NCCCn2ccnc2)c(=O)c2cc3c(cc21)OCO3	8%	-5%	2%	1%	-15%	i	-8%	-1%
C=CCn1c(SCc2ccc(C#N)cc2)nnc1-c1ccc(C)cc1	-2%	6%	26%	2%	3%	-23%	-2%	5%
Cc1cc(=O)[nH]c(N/N=C/c2c(C)nn(-c3ccccc3)c2C)n1	0%	3%	1%	-8%	-5%	i	-8%	-13%
O=[N+]([O-])c1ccc(S(=O)(=O)NCCc2cn3ccccc3n2)cc1	-14%	2%	0%	-10%	0%	-2%	1%	0%
CN(C)c1ccc(-c2noc(-c3ccccc3O)n2)cc1	-16%	3%	-4%	5%	-10%	-26%[57.5 µM]	0%	2%
COc1cccc(C2/C(=C(/O)c3ccc4c(c3)OCO4)C(=O)C(=O)N2CCN2CCOCC2)c1 (stereo not drawn)	2%	13%	0%	3%	8%	i	-6%	9%
CCCSc1nnc(Nc2ccccc2C)s1	5%	?	4%	-1%	3%	-41%[inhibitor][57.5 µM]	7%	0%
COc1ccc(CNC(=O)C2CCN(S(=O)(=O)c3cccc4nonc34)CC2)cc1	13%	-17%	-6%	-5%	10%	i	6%	-1%
COc1ccc(C=O)cc1CN1CCCN(Cc2ccccc2F)S1(=O)=O	21%	13%	?	-11%	-7%	-11%	12%	10%
COc1ccc(S(=O)(=O)N2CCCCC2c2cc(C(=O)NC(C)C)no2)cc1 (stereo not drawn)	-3%	11%	1%	-20%	1%	-20%	10%	7%
CCC1=NN(C(=O)c2ccccc2O)C(O)(c2ccccc2)C1 (stereo not drawn)	9%	19%	2%	-7%	13%	-22%	0%	6%

These rows are one share of the data. The share of hits here may be higher or lower than overall.
